rTrxR1 inhibitor = inhibitors of rat thioredoxin reductase 1. recombinant rTrxR1, NADPH fluorescence consumption, selenite substrate. AID 588453. O89049. 390,000 tested, 1% active. Potency, µM (top dose mostly 114 µM), for the others: at the highest dose activity change, negative = inhibition, most hits filed as inhibitors; also: potency is read from the fitted curve at half-maximal effect; % is scaled to controls: 0 for no effect and ±100 for the full control effect; nearly all actives have a fitted effect of over 65% in size
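Rat TrxR1 (90 nM in the dispensed reagent) was pre-reduced with 400 uM NADPH for 5 min at room temperature, then incubated with compound for 15 min. After 400 uM selenite was added, NADPH fluorescence (Ex 340/Em 450 nm) was followed for 8 min.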
USP1 inh = blocks the human USP1/UAF1 deubiquitinase complex; O94782; recombinant USP1/UAF1, Ub-Rhodamine cleavage fluorescence; Potency, µM (titrated, usually from 57.1 µM), for the others: top-dose activity change, negative = inhibition, most hits filed as inhibitors; 390,000 tested, 0.23% active; AID 743255; also: potency is read from the fitted curve at half-maximal effect; % is scaled to controls: 0 for no effect and ±100 for the full control effect; nearly all actives have a fitted effect of over 60% in size; inactives centre near -12
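USP1/UAF1 complex (1 nM) preincubated 15 min at room temperature with compound, then Ub-Rho substrate (150 nM final) added. Kinetic fluorescence at 480/540 nm over 6 reads at 60 s intervals; 50 mM HEPES pH 7.8, 0.5 mM EDTA, 0.1 mg/ml BSA, 1 mM TCEP, 0.01% Tween-20.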
TrxR1 substrate = substrates of rat thioredoxin reductase 1 | O89049 | purified TrxR1 substrate turnover, NADPH consumption readout | Potency, µM (series often up to 114 µM), inactives show at the highest dose activity change, negative = substrate turnover | 390,000 tested, 0.01% active | AID 588456; also: potency is read from the fitted curve at half-maximal effect; % is scaled to controls: 0 for no effect and ±100 for the full control effect; nearly all actives have a fitted effect of over 50% in size
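Rat TrxR1, dispensed at 90 nM, was prereduced with 400 uM NADPH (final) for 5 min at ~22 deg C, then incubated with compound 15 min before 400 uM selenite. A first-read NADPH fluorescence drop versus no-compound background flagged substrates.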
PI4K2A block = blocks human PI4K2A kinase activity; AID 1346378; purified PI4K2A, ADP-Glo luminescence, 1 h; hits give low values; Q9BTU6; 420,000 tested, 0.13% active; activity change, negative = inhibition, % at 76.9 µM; in the data active = activity change below about -50%; inconclusive = mostly about -30% to -49%;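 also: -100% = wells without enzyme as full effect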
Target sequence (Q9BTU6 whole entry, looked up): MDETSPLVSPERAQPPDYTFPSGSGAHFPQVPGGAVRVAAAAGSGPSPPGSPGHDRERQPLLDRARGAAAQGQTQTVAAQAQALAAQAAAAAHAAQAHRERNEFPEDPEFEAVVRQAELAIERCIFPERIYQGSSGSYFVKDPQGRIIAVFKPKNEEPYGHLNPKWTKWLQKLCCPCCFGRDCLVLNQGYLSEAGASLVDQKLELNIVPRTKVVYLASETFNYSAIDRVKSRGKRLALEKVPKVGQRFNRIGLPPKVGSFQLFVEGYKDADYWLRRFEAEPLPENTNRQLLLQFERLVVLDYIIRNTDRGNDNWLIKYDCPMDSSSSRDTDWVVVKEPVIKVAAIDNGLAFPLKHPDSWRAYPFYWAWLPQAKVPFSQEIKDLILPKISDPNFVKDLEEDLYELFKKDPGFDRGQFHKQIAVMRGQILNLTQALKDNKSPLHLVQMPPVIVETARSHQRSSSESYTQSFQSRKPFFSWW
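PI4K2A activity was measured by ADP-Glo luminescence: enzyme (4 ug/mL stock) and phosphatidylinositol (1.2 mM stock) in Tris pH 7.5/MgCl2/EGTA/Triton X-100 buffer were reacted with ATP (300 microM stock) for one hour at ambient temperature.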
Pin1 inh = blocks the human prolyl isomerase Pin1 | Q13526 | Pin1 FP peptide displacement, HiFluor488, 10 min | Potency, µM (doses to about 115 µM), without a hit: top-dose activity, negative = inhibition, hits mostly inhibitors | 390,000 tested, 0.009% active; active = well fitted inhibition curve with a large enough effect in the polarisation, with a control signal flat, not every such curve was filed as active; inconclusive = small, poorly fitted or top-dose-only effect, or effect the other way, or a change in a side signal; inactive = no such curve, though single readings can be large or run the other way; the % refers to the polarisation; also: potency is read from the fitted curve at half-maximal effect; % is scaled to controls: 0 for no effect and ±100 for the full control effect
Target sequence (Q13526 whole entry, looked up): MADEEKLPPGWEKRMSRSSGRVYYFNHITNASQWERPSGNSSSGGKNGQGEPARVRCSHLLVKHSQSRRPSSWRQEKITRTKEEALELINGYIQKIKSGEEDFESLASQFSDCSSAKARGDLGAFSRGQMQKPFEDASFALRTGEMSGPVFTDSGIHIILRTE
PGK inhibitor = blocks T. brucei phosphoglycerate kinase; P07378; PGK/GAPDH coupled, Kinase-Glo luminescence, 60 min; Potency, µM (doses to about 57.5 µM), for inactives: at the top dose activity change, negative = inhibition, hits mostly inhibitors; 380,000 tested, 0.043% active; also: potency is read from the fitted curve at half-maximal effect; % is scaled to controls: 0 for no effect and ±100 for the full control effect; nearly all actives have a fitted effect of over 60% in size
Target sequence (P07378 whole entry, looked up): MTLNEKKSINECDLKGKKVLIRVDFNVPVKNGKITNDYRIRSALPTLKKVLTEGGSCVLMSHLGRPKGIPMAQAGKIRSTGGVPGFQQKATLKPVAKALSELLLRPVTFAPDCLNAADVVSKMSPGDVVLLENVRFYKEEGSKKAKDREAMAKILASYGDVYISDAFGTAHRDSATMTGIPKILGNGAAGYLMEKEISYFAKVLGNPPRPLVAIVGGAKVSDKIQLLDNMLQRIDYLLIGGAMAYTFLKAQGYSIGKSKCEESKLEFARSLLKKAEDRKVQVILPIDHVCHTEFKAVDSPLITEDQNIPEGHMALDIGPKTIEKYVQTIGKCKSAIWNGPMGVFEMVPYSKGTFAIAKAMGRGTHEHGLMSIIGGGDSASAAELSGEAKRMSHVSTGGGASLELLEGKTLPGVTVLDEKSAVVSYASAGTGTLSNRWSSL
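Luminescent ATP detection (Kinase-Glo Plus) follows a 60-minute room-temperature incubation, with wells lacking PGK as controls. Buffer: 100 mM TEA (pH 7.6), 5 mM MgCl2, 0.01% Tween-20. Coupling enzyme GAPDH (100 nM final) supplies unstable 1,3-BPG in-well.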
GLS inhibitor = inhibitors of human glutaminase (GLS) | O94925 | GLS enzymatic activity, qHTS titration | Potency, µM (series often up to 45.5 µM), without a hit: top-dose activity change, negative = inhibition, usual class: inhibitors | 410,000 tested, 0.21% active; also: potency is read from the fitted curve at half-maximal effect; % is scaled to controls: 0 for no effect and ±100 for the full control effect
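hKGA; 45 mM KH2PO4 pH 8.2 + 0.02% Tween-20; cpd via pin tool; 1 mM Gln soln; GluOx/HRP/Amplex Red; RT 30 min; fluor. t0 & final.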
IDH1 R132H inh = inhibitors of human mutant IDH1 R132H; AID 602179; IDH1-R132H enzyme, NADPH consumption, diaphorase/resazurin fluorescence; Potency, µM (doses to about 76.6 µM), for inactives: top-dose activity change, negative = inhibition, hits mostly inhibitors; 390,000 tested, 0.093% active; also: potency is read from the fitted curve at half-maximal effect; % is scaled to controls: 0 for no effect and ±100 for the full control effect; nearly all actives have a fitted effect of over 65% in size
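IDH1-R132H (0.5 ug/mL dispensed) in pH 7.5 Tris buffer was preincubated 30 min with compound, then given a substrate mix of 0.016 mM NADPH and 2 mM alpha-KG for 80 min at room temperature; remaining NADPH was read by diaphorase/resazurin fluorescence.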
HP1b binding inh = HP1-beta chromodomain-methylated histone interaction inhibition; AlphaScreen HP1-beta / biotin-H3K9me3 peptide binding; Potency, µM (doses to about 114 µM), for inactives: at the top dose activity change, negative = inhibition, actives largely listed as inhibitors; P83916; 390,000 tested, 0.56% active; also: potency is read from the fitted curve at half-maximal effect; nearly all actives have a fitted effect of over 70% in size; inactives centre near 23
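AlphaScreen: HP1-beta (50 nM) preformed 30 min with biotin-H3(1-18)K9me3 peptide (50 nM) in PBS pH 7.4, 0.01% Tween-20. Compound added for 30 min at RT, then streptavidin donor/nickel chelate acceptor beads (10 ug/mL) for 30 min.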
Numbers without * were called inactive; i = inactive; ? = inconclusive; · = no result given; & = joins results of further samples; [ ] = remark or other dose. Unless noted, calls follow the shape of the dose curve; as a rule, active = well fitted curve in the direction sought with a large enough effect; inconclusive = small, poorly fitted or top-dose-only effect, or another doubt; inactive = no such curve, though single readings can be large; an effect the other way counts as inactive or inconclusive. The list is partial, so the mix of outcomes need not match the whole.

SMILES	rTrxR1 inhibitor	USP1 inh	TrxR1 substrate	PI4K2A block	Pin1 inh	PGK inhibitor	GLS inhibitor	IDH1 R132H inh	HP1b binding inh
O=c1c(-c2ccccc2)c[nH]n1-c1cccc([N+](=O)[O-])c1	1%	-6%	-7%	3	-3%	-11%	0%	23%	-31%
COc1ccc([N+](=O)[O-])cc1NC(=O)C(C)OC(=O)C1c2ccccc2Oc2ccccc21 (centres undefined)	7%	0%	-6%	-2	2%	-8%	-1%	4%	-5%
COC(=O)CC1COc2ccccc2N1S(=O)(=O)c1ccc(OC)cc1 (centres undefined)	19%[57.1 µM]	-9%	12%[57.1 µM]	-15	56%[activator]	2%	-26%	6%	29%
CC/C(=C(/c1ccccc1)c1ccc(OCC[N+](C)(C)C)cc1)c1ccccc1	-20%	-26%	-8%	3	6%	-9%	-3%	1%	4%
CCOC(=O)c1c(C)[nH]c(C)c1C(=O)CSc1nc2ccccc2n1CC	-7%	-22%	-5%	-3	2%	-1%	-1%	9%	4%
COc1ccc(S(=O)(=O)N(C)c2ccc(C(=O)NCc3ccncc3)cc2)cc1	-5%	-10%	-7%	5	-1%	i	9%	4%	13%
S=C1Nc2ccccc2CS1	·	-3%	·	-4	·	-8%	7%	6%	·
COC(=O)CCC(=O)Nc1ccc(S(=O)(=O)Nc2cc(OC)nc(OC)n2)cc1	6%	-11%	7%	-2	-4%	-3%	-1%	20%	30%
CCOC(=O)Cc1csc(/N=C/c2c(O)n(-c3ccc(C)cc3C)c(=O)c3ccccc23)n1	-4%	-17%	7%	3	?	-6%	9%	-3%	8%
CCOC(=O)c1c(C)c(-c2ccccc2)n(CC(=O)NCCc2cccc(C)c2)c1C	10%	?	0%	-7	8%	-2%	-5%	-7%	4%
COc1cc(CCC(=O)Nc2cc(C)cc(C)c2)cc(OC)c1OC	20%[57.1 µM]	-14%	12%[57.1 µM]	1	0%	7%	-4%	3%	45%[activator]
CCCCOc1ccc(C)cc1CN(CCO)CCO	11%	2%	6%	1	-9%	i	22%	1%	25%
COCC(=O)Nc1nc(-c2ccccc2)ns1	11%	5%	5%	-1	1%	-2%	-1%	-1%	23%
O=C(CSc1nc2ccccc2n1CC(=O)N1CCCCC1)N1CCCCC1	13%	-13%	5%	5	-3%	-5%	7%	11%	19%
COc1ccc(C)cc1NC(=O)c1nnn(Cc2cc(C)ccc2C)c1N	36%	-26%	4%	2	?	-1%	1%	-3%	27%
COc1cc(NC(=O)COc2c(C)cc(C)cc2[N+](=O)[O-])c(OC)cc1Cl	1%[57.1 µM]	-9%	0%[57.1 µM]	-1	3%	-2%	-13%	-2%	-1%
CCc1nn(CC(=O)NCCCN(CC)CC)c(=O)c2cc3occc3n12	6%	-21%	6%	0	-12%	-2%	-10%	9%	41%[activator]
O=C(O)CCC(=O)N1c2ccccc2NC2=C(C(=O)CC(c3ccc(F)cc3)C2)C1c1ccc([N+](=O)[O-])o1 (centres undefined)	-7%	-24%	-7%	2	33%	-5%	2%	-9%	23%
COC(=O)c1cccc(OC(N)=O)c1	-9%	-14%	-8%	2	-1%	0%	2%	2%	12%
CSCCC(NC(=O)c1ccc(Cl)cc1Cl)C(=O)N1CC(C)OC(C)C1 (centres undefined)	5%	-15%	-7%	-3	-13%	-9%	-2%	1%	32%[activator]
N#CCC(=O)Nc1ccc(C(=O)OCC(=O)N2CCN(C(=O)c3ccco3)CC2)cc1	-21%[11.4 µM]	-11%	12%[11.4 µM]	-10	?	5%	4%	-2%	8%
O=C(CCC(=O)N1CCN(c2ccccc2F)CC1)c1ccc(F)cc1	16%	-5%	1%	3	-1%	7%	-1%	9%	12%
Fc1ccc([C@@H]2Nc3ccccc3[C@@H]3C=CC[C@@H]32)cc1	28µM*	0%	2%	1	-11%	-9%	3%	0%	16%
CN1CCN(C(=O)/C=C/c2cn(-c3ccccc3)nc2-c2ccc3c(c2)OCCO3)CC1	6%	-16%	5%	4	0%	-8%	-3%	0%	28%
O=C(N/N=C/c1cccc(Cl)c1)c1c(O)c2c([nH]c1=O)CCCC2	9%	-20%	8%	-13	0%	1%	8%	9%	-12%
CSc1ccc(CNC(=O)CCn2ccc3cc(S(=O)(=O)N4CCCC4)ccc32)cc1	10%&23%	-23%&-13%	-2%&-2%	11&-1	3%&2%	-5%&7%	10%&4%	7%&-3%	-2%&8%
CSc1n[nH]c(NCc2cccs2)n1	-4%	3%	-2%	-4	-8%	0%	3%	2%	24%
O=C(Nc1ccc(Br)cn1)c1cccc(C(=O)Nc2ccc(Br)cn2)c1	2%	-3%	0%	-1	20%	-6%	0%	6%	63%[activator]
CC(C)CCNC(=O)c1ccc(Cn2c(=S)[nH]c3ccccc3c2=O)cc1	16%	-8%	8%	-2	70%[activator]	4%	-3%	-1%	0%
O=C(Nc1ccc(COc2ccccc2)cc1)Nc1cccc(C(=O)O)c1	14%	-20%	4%	-2	-4%	·	3%	-6%	16%
CCCOC(=O)c1ccc(NC(=O)CCC(=O)OCC)cc1	-2%	-7%	0%	-3	3%	2%	0%	-5%	23%
CC(C)c1ccc(NC(=O)c2cc3c(=O)oc4ccccc4c3s2)cc1	16%	-13%	5%	8	-5%	10%	5%	-17%	19%
Cn1c(=O)n(Cc2ccc(F)cc2)c(=O)c2c1nc1n2CCCN1C1CCCCC1	-5%	-18%	-5%	9	0%	i	-16%	-4%	0%
CCOc1ccc(CN(C(=O)c2oc3cc(C)ccc3c2C)C2CCS(=O)(=O)C2)cc1 (centres undefined)	18%	-19%	-5%	4	-2%	-2%	1%	-2%	3%
O=S(=O)(c1ccc2ccccc2c1)N1CCC(c2nc(-c3ccncc3)no2)CC1	7%	-6%	2%	-9	5%	·	11%	0%	3%
COc1ccc(C)cc1S(=O)(=O)Nc1ccc2c(c1)N(C(C)=O)CCC2	-7%	-10%	-10%	4	2%	-7%	0%	5%	15%
CC[C@]12C(=O)N(C)C[C@H]([C@@H]3C(=O)N(Cc4ccccc4)C(=O)[C@@H]31)N2C(=O)c1ccc(C(F)(F)F)cc1	-11%[57.1 µM]	-1%	-6%[57.1 µM]	0	-2%	-4%	2%	-16%	30%
CCOC(=O)C1=C(C)N(c2ccccc2)C(=O)NC1c1cccc([N+](=O)[O-])c1 (centres undefined)	-3%	-12%	-2%	-4	-18%	i	1%	8%	5%
O=c1cc[nH]c2cccc(Cc3ccccc3)c12	0%	0%	-5%	-4	-13%	i	-1%	7%	22%
Cc1cc(C)c2c(CC(=O)N(Cc3ccccc3)C3CCS(=O)(=O)C3)coc2c1 (centres undefined)	7%	-13%	-9%	-3	13%	i	-3%	17%	28%
COc1ccc(CCN(C)C(=O)c2ccc(COc3ccccc3)o2)cc1OC	0%	-17%	6%	-4	-13%	-7%	3%	1%	42%[activator]
Fc1cccc(Cl)c1Cn1c(-c2cccs2)nc2ccccc21	13%	-15%	32%	-4	21%	-6%	-13%	-3%	47%[activator]
Cc1nc(-c2ccc(Cl)cc2)sc1CCNC(=O)C(=O)Nc1ccccc1C#N	12%[57.1 µM]	-22%	4%[57.1 µM]	0	18%	-3%	4%	18%	21%[57 µM]
CC(=O)C1=C(C)NC(SCSc2ccccc2)=C(C#N)C1c1cccnc1 (centres undefined)	-35%	-13%	-2%	-8	11%	-4%	4%	5%	41%
C=CCN1C(=O)C(Cc2ccc(F)cc2)S/C1=N/N=C/c1ccco1 (centres undefined)	14%	-22%	1%	1	2%	3%	4%	2%	29%
O=S(=O)(c1ccccc1Cl)N1CCN(c2nc(-c3cccs3)nc3ccccc23)CC1	3%&18%	·	4%&3%	·	-4%&1%	·	·	·	46%&11%[activator]
CCCCCC(=O)N1C[C@@H](O)[C@H](n2cc(C3CC3)nn2)C[C@@H]1c1ccc(OC)cc1	·	-11%	·	-2	·	i	-1%	1%	·
Cc1ccc(NC2Nc3cc(C)nn3S2)c(C)c1 (centres undefined)	0%[57.1 µM]	-9%	5%[57.1 µM]	-3	1%	2%	-10%	12%	12%
Fc1ccc(CNc2nc3ccccc3n3nnnc23)cc1	15%	-38%	6%	4	?	4%	-1%	1%	39%
COc1cccc(N2C(=O)C(CC(=O)Nc3ccccc3)N(CCc3sccc3C)C2=O)c1 (centres undefined)	6%	-21%	-3%	-2	?	7%	-8%	-2%	35%
COc1ccc(N(C)C(=O)c2cn(C)c(=O)c3cc(OC)c(OC)cc23)cc1	8%	-3%&-20%	-7%	-1&0	-9%&4%	-2%&-4%	-8%&-3%	-7%&0%	10%&18%
COC(=O)N1C(=O)[C@](c2ccc(OC)cc2)(C(C)C)N1C(=O)OC	?	-7%	7%	-5	1%	-3%	-3%	3%	51%[activator]
COc1ccccc1C(CCNCc1ccccc1)c1ccc(OC(C)C)cc1 (centres undefined)	1%	-13%	0%	-20	3%	2%	4%	0%	12%

Source: PubChem BioAssay
